Assay outcomes as filed in PubChem.
CCT modulator: modulators of cytosolic chaperonin (CCT/TRiC) activity | purified chaperonin ATPase assay, HTRF ADP detection, 30 min | activity change, % (no concentration beside the values), hits read low | hit rate 0.3% among 360,000 | AID 651819; in the data active = activity change below about -30%; note: % is set by controls: 0 for no effect and ±100 for the full control effect
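Nucleotide hydrolysis assay: TRiC at 20–40 nM final (set by batch activity) with 10 uM ATP, 30 min at 37 °C, in presence of 76 uM compound. Detection by competitive ADP HTRF, 30 min ambient.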
A549 tox: counter-screen for Nrf2 inhibitors: cytotoxicity in A549 cells. A549 ARE-Fluc cells, CellTiter-Fluor viability, 18-24 h. Potency, µM (doses to about 46 µM), inactives show top-dose activity change, negative = cytotoxicity, hits mostly inhibitors. hit rate 0.16% among 390,000; note: potency is the fitted concentration of half-maximal effect; % is set by controls: 0 for no effect and ±100 for the full control effect
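A549 ARE_Fluc cells in 5% FBS OPTI-MEM were exposed to compounds in concentration-response for 18-24 h at 37 deg C. Viability was read by CellTiter-Fluor fluorescence (Ex 405/Em 525) after 30 min, before the luciferase read.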
HepG2 viability: counter-screen for TGF-b inhibitors: cytotoxicity in HepG2 cells; HepG2 CAGA-GFP viability, ATP luminescence, 18 h; Potency, µM (series often up to 46.1 µM), for inactives: at the top dose activity change, negative = cytotoxicity, most hits filed as cytotoxic; hit rate 0.76% among 410,000; AID 588856; note: potency is the fitted concentration of half-maximal effect; some results filed as inactive show a strong effect at the top dose
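CellTiter-Glo luminescence gave cytotoxicity after 18 hours at 37 degrees C. The cells were HepG2 CAGA-GFP in 1% FBS DMEM, stimulated with 500 pg/mL TGF-beta after compound addition. %Activity was normalised to no-cell wells (complete cell-killing) and DMSO (no toxicity), and curves were fitted and classified.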
TGFb SMAD3 inh: TGF-b pathway inhibition; HepG2 CAGA-GFP TGF-b/SMAD3 reporter, GFP fluorescence, 18 h; TGF-beta stimulated, 500 pg/mL final; Potency, µM (top dose mostly 46.1 µM), without a hit: top-dose activity, negative = inhibition, most hits filed as inhibitors; hit rate 1.2% among 410,000; note: potency is the fitted concentration of half-maximal effect; % is set by controls: 0 for no effect and ±100 for the full control effect; nearly all actives have a fitted effect of over 65% in size
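Read-out: total well GFP (ex488/em500-530) summed from mean per-cell fluorescence. Cells: HEPG2 CAGA-GFP, 1% FBS DMEM, 18 h at 37 degrees C with 500 pg/mL final TGF-beta. Unstimulated wells served as the full-inhibition control; stimulated DMSO wells = 0%.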
Nrf2 block: Nrf2 pathway inhibition; A549 ARE-Fluc reporter, luciferase luminescence, 18-24 h; Potency, µM (titrated, usually from 46 µM), for the others: at the highest dose activity change, negative = inhibition, hits mostly inhibitors; hit rate 2.1% among 360,000; note: potency is the fitted concentration of half-maximal effect; % is set by controls: 0 for no effect and ±100 for the full control effect; nearly all actives have a fitted effect of over 60% in size
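In this cell-based qHTS, ARE-driven firefly luciferase in A549 cells reports Nrf2 activity; the luminescent signal after BugLite lysis is the measured value, with a prior CellTiter-Fluor read for cell health.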
Nrf2 activator: activators of Nrf2 (ARE) signaling | AREc32 ARE-luciferase reporter (MCF7-derived line), luminescence, 24 h | Potency, µM (highest dose often 46.1 µM), for the others: top-dose activation, actives largely listed as activators | hit rate 0.31% among 410,000; note: potency is the fitted concentration of half-maximal effect; % of control where 0% means no effect; nearly all actives have a fitted effect of over 65% in size
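Luminescent ARE reporter assay in AREc32_Fluc cells: overnight plating at 37 deg C, 24 hr compound incubation, Steady-Glo added, 30 min RT before reading.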
Abeta rescue: A-beta toxicity reversal in yeast | yeast expressing A-beta42, growth rescue, OD600, 48 h; response scale: 0% DMSO, 100% iron-clioquinol control | Potency, µM (doses to about 46.1 µM), inactives show at the highest dose growth rescue, most hits filed as activators | hit rate 0.063% among 410,000; note: potency is the fitted concentration of half-maximal effect; nearly all actives have a fitted effect of over 55% in size
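Yeast growth medium received pinned compounds, then yeast cells expressing toxic A-beta were added; plates incubated at 30 C for 48 hr. Growth read as absorbance at 600 nm, normalized to DMSO and equimolar FeCl3 plus clioquinol controls.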
MmCpn inh: blocks the Methanococcus maripaludis chaperonin Mm-Cpn; purified Mm-Cpn ATPase, ADP Transcreener TR-FRET; AID 504842; hit rate 0.031% among 330,000; Potency, µM (series often up to 76.9 µM), without a hit: at the highest dose activity, negative = inhibition, hits mostly inhibitors; note: potency is the fitted concentration of half-maximal effect; % is set by controls: 0 for no effect and ±100 for the full control effect; nearly all actives have a fitted effect of over 80% in size
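Purified archaeal Mm-CPN (25nM final) preincubated 10 min at 37degC with compound, then 10uM ATP for 30 min at 37degC; ADP measured by HTRF Transcreener TR-FRET; buffer 30 mM TRIS pH 7.4, 100mM KCl, 5mM MgCl2, 1mM DTT.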
Akt phos inh: blocks phosphorylation of Akt | Neuro2A IGF-stimulated pAkt S473 HTRF, 20 min; active compounds read low | activity change, % for hits at 50 µM | hit rate 0.32% among 360,000; in the data active = activity change below about -80%; inconclusive = mostly about -51% to -80%; note: % is set by controls: 0 for no effect and ±100 for the full control effect
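Single-point screen (50 µM final compound) in Neuro2A cells stimulated 20 min with 6 nM IGF at 37 deg C. After lysis, Ser473-phosphorylated Akt read by HTRF (ex 330 nm, em 615/665 nm) as the 665/615 ratio.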
Numbers without * were called inactive; i = inactive; ? = inconclusive; · = not tested or not shown; & = joins results of further samples; ! = not active in a repeat; [ ] = dose if it differs, or a comment. Unless noted, calls come from the whole dose curve; as a rule, active = well fitted curve in the direction sought with a large enough effect; inconclusive = small, poorly fitted or top-dose-only effect, or another doubt; inactive = no such curve, though single readings can be large; an effect the other way counts as inactive or inconclusive. An unsorted share of the library; overall some 4.3% were active at least once.

SMILES	CCT modulator	A549 tox	HepG2 viability	TGFb SMAD3 inh	Nrf2 block	Nrf2 activator	Abeta rescue	MmCpn inh	Akt phos inh
CC(C)Cc1nc(N2CCN(C(=O)c3ccccc3)CC2)c(C#N)c2c1CCC2	-2.2	·	-84%	?	23µM*	2.1%	-1%	-8%	i
COc1cccc(CC(=O)Nc2ccc(-c3csc(C)n3)cc2)c1	1.6	0%	-66%	-2%	?	2.8%	-8%	-1%	i
COC(=O)c1sc2cccc(F)c2c1S(=O)(=O)NC(C)c1ccccc1 (centres undefined)	·	-2%	-1%	-3%	-7%	?	0%	·	·
CC(=O)C1=C(O)C(=O)N(c2ccc(Br)cc2)C1c1cccc([N+](=O)[O-])c1 (centres undefined)	-0.8	-4%	-1%	-16%	8%	-1.0%	17%	0%	i
Cc1cccc(C)c1OCC(O)Cn1ccnc1C (centres undefined)	-2.6	2%	-17%	-3%	-10%	-0.7%	-11%	-11%	i
Cc1cc(S(=O)(=O)Nc2ccc(C(=O)NCC(c3ccccc3)N(C)C)cc2)ccc1F (centres undefined)	-0.7	-9%	0%	2%	-16%	0.0%	15%	-5%	i
CCCCNC(=S)N1CCN(CC)CC1	-2.1	7%	3%	-4%	7%	-0.2%	-7%	3%	i
CCOC(=O)c1[nH]c(C)c(CCC(=O)NCc2ccc(CC)cc2)c1C	·	-16%	-16%	-21%	·	4.7%	-13%	·	·
Cc1cc(NC(=O)COC(=O)c2ccccc2NCCO)no1	1.0	-5%	3%	-1%	3%	3.4%	-17%	-1%	i
O=C(Nc1cccc(Cl)c1N1CCOCC1)c1cccs1	-4.9	6%	3%	-28%	-5%	-0.4%	-39%[inhibitor]	4%	i
COc1cc(/C=C2/OC(=O)c3cc([N+](=O)[O-])ccc32)cc(OC)c1OC	2.0	0%	-11%	-29%	3%	0.4%	-9%	·	i
O=C(O)CN=C(NS(=O)(=O)c1ccc(Cl)cc1)c1ccc(F)cc1	-2.7	0%	-8%	-29%	2%	4.3%	-16%	-2%	i
Cc1ccc(C(=O)Nc2c(C)cc(-c3ccc(Cl)cc3)oc2=O)cc1	0.1	-19%	-21%	0%	?	0.9%	1%	1%	i
Cc1onc(-c2ccccc2)c1C(=O)Oc1ccccc1	-3.6	-6%	2%	3%	3%	0.2%	-3%	2%	i
COc1ccc(Cl)cc1-n1c(=S)sc2c(=O)n(-c3ccc(F)cc3)c(SCC(=O)O)nc21	-5.7	0%	3%	?	0%	-0.6%	-8%	-2%	i
COc1ccc(-c2nc(CS(=O)CC(=O)NCc3ccccc3)c(C)o2)cc1OC (centres undefined)	2.2	4%	4%	3%	9%	0.8%	7%	-1%	i
Cc1csc(NC(=O)C2CSC3(C)CCC(=O)N23)n1 (centres undefined)	0.3	1%	7%	1%	-2%	0.0%	1%	-1%	i
CCc1cc[n+](-c2nc3ccccc3nc2C(=C=[N-])C#N)cc1	-4.8	-1%	-1%	-1%	-2%	-0.5%	?	1%	·
CC(C)P(=O)(c1cccc(C(=O)O)c1)C(C)C	-3.4	0%	47%	5%	5%	-0.9%	-7%	2%	i
Cc1ccc(OCC(=O)Nc2nnc(SCc3cc(=O)c4ccccc4[nH]3)s2)cc1	·	-3%	-3%	-25%	·	3.0%	-1%	·	·
COc1ccc(OC)c(CNC(=O)C2CCN(C(=O)N(C)C)CC2)c1	0.3	-10%	-1%	-2%	-22%	-0.4%	-1%	1%	i
S=c1nc[nH]c2nc[nH]c12	0.2&-1.6	-12%&-16%	1.4µM*!	3%&6%	6%&0%	-0.8%&-0.6%	0%&-12%	1%&2%	i
COc1ccccc1/C=C1\SC(=S)N(CCC(=O)NCCCN2CCOCC2)C1=O	0.1	23µM*	-162%	-17%	?	27%	1%	0%	i
CCOc1ccc(CN(C(=O)c2cc3ccccc3oc2=O)C2CC2)cc1	-0.5	-5%	0%	1%	-9%	0.3%	-25%	0%	i
O=C(CSc1nccc(=O)[nH]1)N1CCOCC1	-0.3	-3%	7%	0%	2%	-0.2%	15%	0%	i
Cc1ccc(NC(=S)NC(NC(=O)Cc2cccc3ccccc23)C(Cl)(Cl)Cl)cc1 (centres undefined)	-0.7	10%	-15%	-16%	-3%	-0.5%	-3%	4%	i
COCCNC(=O)CSc1ccc(Cl)cc1	-0.1	-1%	5%	-4%	10%	0.1%	-9%	3%	i
CSc1ccc(CN2CCC2(C)C(=O)NCc2cccs2)cc1 (centres undefined)	-1.1	·	-29%	-22%	·	-0.7%	-4%	·	i
CCOc1ccc(NC(=O)N2CCC(C(N)=O)(N3CCCCC3)CC2)cc1	-1.9	6%&11%	4%&0%	1%&2%	-8%&0%	0.0%&0.4%	-3%&-9%	0%	i
CCN(CC)CCNS(=O)(=O)c1ccc(/C=C/C(=O)O)cc1	-0.7	-3%	15%	2%	8%	-0.1%	6%	1%	i
COCCN(Cc1ccccc1)C(=O)c1cccc(S(=O)(=O)N2CCN(c3ccccc3)CC2)c1	0.3	-4%	0%	-26%	?	-0.1%	11%	-4%	i
CCN(CC)CCn1c2ccccc2c2n[nH]c(=S)nc21	2.6	-7%	0%	6%	8%	0.3%[9.22 µM]	-12%	0%	i
CSc1ccc(S(=O)(=O)N2c3ccccc3CC2C)cc1 (centres undefined)	-3.7	?	-15%	?	-11%	-0.3%	3%	-2%	i
Cc1cc(C)n(C(=O)CNC(=O)c2cccc(Br)c2)n1	-1.7	-6%	3%	14%	-2%	-0.5%	-1%	-4%	i
NS(=O)(=O)c1ccc(S(=O)(=O)NCCc2ccccc2)cc1	-1.1	2%	3%	-3%	4%	0.2%	5%	-1%	i
O=[N+]([O-])c1ccc(C(c2sc3nc(-c4ccco4)nn3c2O)N2CCN(c3cccc(Cl)c3)CC2)cc1 (centres undefined)	·	-13%	-48%	?	·	3.9%	6%	·	·
CCCOc1ccc2oc(=O)c3c(c2c1)CCCN3C(=O)CN1CCCC(C(=O)OCC)C1 (centres undefined)	-4.0	-3%	-3%	9%	·	1.8%	-9%	-1%	i
O=C(Cc1ccc(NC(=O)C2CCCN(C(=O)CCc3ccccc3)C2)cc1)Nc1ccc(C(=O)N2CCOCC2)cc1 (centres undefined)	-0.9	8%	3%	-12%	2%	2.9%	8%	·	i
CCOC(=O)Cc1csc(NC(=O)C(C)(C)CC)n1	0.6	0%	3%	19%	?	-0.1%	16%	2%	i
Cc1cc(C)c(S(=O)(=O)NN=C2c3ccccc3[C@H]3Cc4csc[n+]4[C@@H]23)c(C)c1	-1.8	·	·	·	·	23%	-5%	·	i

Structures listed so far that contain a thiophene ring, fused or not, in the order listed:
SMILES	CCT modulator	A549 tox	HepG2 viability	TGFb SMAD3 inh	Nrf2 block	Nrf2 activator	Abeta rescue	MmCpn inh	Akt phos inh
COC(=O)c1sc2cccc(F)c2c1S(=O)(=O)NC(C)c1ccccc1 (centres undefined)	·	-2%	-1%	-3%	-7%	?	0%	·	·
O=C(Nc1cccc(Cl)c1N1CCOCC1)c1cccs1	-4.9	6%	3%	-28%	-5%	-0.4%	-39%[inhibitor]	4%	i
CSc1ccc(CN2CCC2(C)C(=O)NCc2cccs2)cc1 (centres undefined)	-1.1	·	-29%	-22%	·	-0.7%	-4%	·	i

Further compounds follow:
SMILES	CCT modulator	A549 tox	HepG2 viability	TGFb SMAD3 inh	Nrf2 block	Nrf2 activator	Abeta rescue	MmCpn inh	Akt phos inh
COc1ccc(CCNC(=O)CCn2c(=O)c3ccccc3n(CC(=O)Nc3ccc(C)cc3C)c2=O)cc1OC	·	-8%	-26%	?	10%	-0.6%	-1%	·	·
Cc1cc(NC(=O)CSCCc2ccncc2)no1	-2.0	-1%	51%	37%	7%	0.3%	3%	-1%	i
COc1cc(OC)cc(C(=O)NC(C(=O)NNC(=O)c2ccc(C)cc2)C(C)C)c1 (centres undefined)	1.0	1%	6%	-1%	-1%	-0.7%	1%	0%	i
O=C(c1cccc(F)c1)N1CCN(Cc2ccco2)CC1	-1.1	4%	23%	11%	·	0.1%	-21%	-2%	i
O=c1cc(CNC2CCCCC2)c2ccccc2[nH]1	-0.3	6%	-13%	15%	11%	0.2%	18%	-3%	i
Cc1nc(Cl)cc(CS(=O)(=O)c2ccc(Cl)cc2)n1	-2.7	-1%	13%	47%[activator]	-10%	-0.2%	0%	-3%	i
CCc1nc(SCC(=O)NC2CC2)c2c(C)c(C)sc2n1	-0.5	1%	-6%	11%	-22%	-0.7%	-11%	-2%	i
CC1(C(=O)Nc2cccc(NS(C)(=O)=O)c2)CCN1Cc1ccccc1OC(F)F (centres undefined)	-0.9	·	-31%	-2%	·	5.4%	-7%	·	i
O=C(c1ccccc1)N(CCCn1ccnc1)C(c1ccccc1)c1nc2ccccc2[nH]1 (centres undefined)	1.8	·	-18%	-24%	·	10%	-10%	·	i
COC(=O)C1(O)CC(C(C)C)=NN1C(=O)c1ccc(Cl)cc1 (centres undefined)	1.4	0%	4%	-14%	8%	0.1%	4%	-1%	i
COC(=O)CC1C(=O)NCCN1Cc1cn(-c2ccc(C)cc2)nc1-c1cccc(C)c1 (centres undefined)	0.8	-3%	-3%	-16%	13%	1.5%	12%	-3%	i
Cc1c(C)c(C)c(S(=O)(=O)N2CCNCC2)c(C)c1C	-3.1	-2%	-18%	20%	-16%	3.1%	-7%	2%	i
OC(Cn1nnc2ccccc21)Cn1c(C(F)(F)F)nc2ccccc21 (centres undefined)	1.0	-5%	9%	13%	0%	-0.6%	-5%	1%	i
COc1ccccc1CNC(=O)Cn1cc2c(n1)CCCC2	-1.7	0%	-4%	-1%	11%	0.0%	10%	1%	i
